Bioassay records from PubChem.
CAL PDZ FP-1 – blocks peptide binding to the human CAL PDZ domain; inhibition, % at 24.9 µM; Q9HD26; 300,000 tested, 0.92% active; purified CAL PDZ, TMR-peptide fluorescence polarization, 1 h; AID 602252;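 active means mean inhibition of at least 30% with at least half of replicates also reaching 30%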;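 further: 0% = DMSO neutral control and 100% = excess unlabeled competitor peptide PRC23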
Rtt109 HAT inh – blocks Candida albicans Rtt109/Vps75 acetyltransferase activity; AID 540336; purified Rtt109/Vps75, ThioGlo CoA-SH fluorescence, 4 h; Q5AAJ8; 330,000 tested, 0.16% active; inhibition, % at 34.9 µM;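 active means inhibition of at least 50% in every replicate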
Target sequence (Q5AAJ8 whole entry, looked up): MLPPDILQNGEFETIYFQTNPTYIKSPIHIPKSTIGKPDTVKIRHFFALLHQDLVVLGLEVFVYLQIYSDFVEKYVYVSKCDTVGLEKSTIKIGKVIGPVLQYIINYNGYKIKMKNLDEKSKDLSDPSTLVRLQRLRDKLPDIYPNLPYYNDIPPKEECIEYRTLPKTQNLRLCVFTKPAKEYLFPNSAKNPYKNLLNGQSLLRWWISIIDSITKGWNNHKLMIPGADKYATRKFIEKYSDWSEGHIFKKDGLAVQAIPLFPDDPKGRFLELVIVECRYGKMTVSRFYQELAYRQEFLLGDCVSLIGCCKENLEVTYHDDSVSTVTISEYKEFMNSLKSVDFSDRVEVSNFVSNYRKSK
CAL PDZ FP-2 – inhibitors of human CAL PDZ peptide binding; 330,000 tested, 0.02% active; inhibition, % at 20 µM; purified CAL PDZ, TMR-peptide fluorescence polarization, 1 h; AID 504414;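 active means highest replicate inhibition of at least 40%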;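 further: plate controls were DMSO neutral control wells for no effect and unlabeled competitor peptide control wells for full effect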
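Material: tagged CAL PDZ protein CerCALP, purified; buffer or medium: sodium phosphate/NaCl buffer pH 7.4 with TCEP, IgG, Thesit; also added: fluorescent TMR peptide probe; schedule: 1 h incubation at room temperature before polarization reading; technique: fluorescence polarization from S- and P-plane intensities, G-factor corrected; control set: unlabelled peptide and DMSO controls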
cardiac RTF act – increases calcium sensitivity of human cardiac regulated thin filaments; P19429+P45379; IANBD-labeled TnC RTF fluorescence at EC20 calcium; 0% EC20 calcium, 100% full calcium; activation, % at 7.2 µM; 340,000 tested, 0.24% active; AID 493008;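 active means activation above the mean over all tested compounds plus 3 SD, cut at about 30% in these data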;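 further: rise in fluorescence read as greater calcium sensitivity of cardiac thin filaments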
RTF Ca sens inh – cardiac RTF calcium desensitization | IANBD-labeled cardiac RTF, Ca2+ fluorescence | inhibition, % at 7.15 µM | 340,000 tested, 0.12% active | AID 493244;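 active means inhibition above the mean inhibition of all tested compounds plus 3 SD, cut at about 17% in these data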;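 further: assay run at fixed EC70 calcium of 1.6 mM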
PKA-R2B activ – PKA-R2B complex activation | PKA-R2B holoenzyme dissociation, Cy5-IP20 fluorescence polarization; R2B truncated from residue 108, S112A mutant; 0% DMSO only, 100% 113 µM cGMP | activation, % at 11.4 µM | 340,000 tested, 0.079% active | AID 504700;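 active means activation above a cutoff set at the mean over all compounds plus 3 SD, cut at about 18% in these data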;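 further: higher means more holoenzyme dissociation and a rise in polarization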
LANA DNA inh – inhibitors of KSHV LANA C-terminal domain DNA binding | 340,000 tested, 0.078% active | AID 504423 | MBP-C-LANA/FAM-LBS DNA binding, fluorescence polarization | inhibition, % at 9 µM;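 active means highest replicate inhibition at or above 60% at 9 µM, even if other replicates fall short; inactive means all replicates below 60% inhibition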;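 further: 0% = neutral control wells and 100% = 4 µM acridine orange control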
SR-BI DiI-HDL act – activators of SR-BI mediated HDL lipid uptake. CHO ldlA[mSR-BI] cells, DiI-HDL uptake fluorescence, 3 h; 100 = double the neutral-control signal. activation, % at 12.5 µM. 320,000 tested, 0.096% active;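 active means mean replicate activation of at least 60% and every replicate at or above 60%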;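 further: 0% = median plate neutral-control signal and 100% = twice that signal; values of inactives mirror those of a sister screen read the other way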
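Test system: SR-BI-overexpressing, LDLR-lacking CHO cells. Measured by: DiI fluorescence, bottom read. Medium: Ham's F12 with 0.5% BSA, HEPES 25 mM, pH 7.4. Timing: 3 h uptake period with compound, 37 °C.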
DAGLB inhibitor – blocks human DAGLB lipase activity. 340,000 tested, 0.059% active. HEK293T DAGLB membrane lysate, EnzChek fluorogenic substrate. inhibition, % at 5.17 µM. Q8NCG7; in the data active means inhibition above about 34%;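 further: 0% = enzyme with vehicle and 100% = wells lacking enzyme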
Target sequence (Q8NCG7 whole entry, looked up): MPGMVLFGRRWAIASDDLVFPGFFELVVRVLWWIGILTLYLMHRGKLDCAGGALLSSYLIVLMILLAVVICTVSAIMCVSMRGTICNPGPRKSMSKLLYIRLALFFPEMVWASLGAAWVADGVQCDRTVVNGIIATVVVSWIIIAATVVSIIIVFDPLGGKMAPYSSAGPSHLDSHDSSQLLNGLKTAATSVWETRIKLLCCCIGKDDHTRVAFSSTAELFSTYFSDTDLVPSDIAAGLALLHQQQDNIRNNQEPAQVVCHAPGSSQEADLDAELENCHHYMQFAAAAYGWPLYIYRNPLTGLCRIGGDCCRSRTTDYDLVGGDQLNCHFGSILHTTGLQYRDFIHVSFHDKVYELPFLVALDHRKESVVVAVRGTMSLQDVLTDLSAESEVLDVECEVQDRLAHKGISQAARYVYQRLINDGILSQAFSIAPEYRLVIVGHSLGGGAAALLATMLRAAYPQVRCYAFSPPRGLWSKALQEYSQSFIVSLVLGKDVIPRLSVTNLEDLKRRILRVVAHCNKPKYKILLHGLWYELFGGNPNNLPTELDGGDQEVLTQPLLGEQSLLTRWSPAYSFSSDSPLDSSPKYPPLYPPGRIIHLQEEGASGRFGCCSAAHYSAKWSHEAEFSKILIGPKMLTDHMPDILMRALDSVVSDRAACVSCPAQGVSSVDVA
Keap1 Nrf2 FP – disrupts human Keap1 binding to Nrf2 peptide | Q14145 | Keap1 Kelch-Nrf2 peptide fluorescence polarization, 1536-well | inhibition, % at 9.4 µM | 340,000 tested, 0.15% active; in the data active means inhibition above about 12%;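 further: human Keap1 Kelch domain with fluorescein labeled Nrf2 9mer peptide probe; 0% = neutral control wells and 100% = peptide positive control; higher means more block of Keap1 binding to Nrf2 peptide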
* marks the source's active call; other numbers are inactive results; . = not tested or not shown.

SMILES | CAL PDZ FP-1 | Rtt109 HAT inh | CAL PDZ FP-2 | cardiac RTF act | RTF Ca sens inh | PKA-R2B activ | LANA DNA inh | SR-BI DiI-HDL act | DAGLB inhibitor | Keap1 Nrf2 FP
COC(=O)c1ccc(CN2CCCC(CO)(Cc3ccc(F)cc3F)C2)cc1 (centres undefined) | -5 | 0 | -0.4 | 7 | 1 | -10 | -2.9 | -23 | -3 | 2
COC(C[C@@H](O)C[C@H](O)COCc1ccccc1)OC | -5 | -16 | -0.6 | -1 | -6 | -4 | 0.4 | 30 | 1 | 3
COc1ccc(CCC(C)NC(=O)Cc2ccc(OC)c(OC)c2)c(OC)c1 (centres undefined) | -1 | -8 | -0.9 | -1 | -2 | 11 | 0.6 | . | 0 | -2
COc1ccc(Cl)cc1C(=O)Nn1c(-c2cccs2)nc2ccccc2c1=O | -5 | 3 | -2.7 | -3 | -5 | -2 | 1.1 | -33 | -1 | -4
Cc1cccc(Oc2c(C=O)c3ccccc3n2C)c1 | -4 | -11 | -2.1 | 4 | -24 | -6 | -0.3 | -14 | -4 | 0
CCOc1ccc(C(=O)Nc2ccc(S(=O)(=O)NCC3CCCO3)cc2)cc1OCC (centres undefined) | . | -6 | -0.5 | -2 | 1 | 1 | -0.2 | -82 | 1 | -2
O=C(CCNC(=O)c1ccc(Cl)cc1)Nc1ccc(S(=O)(=O)N2CCCCC2)cc1 | 1 | 2 | -0.5 | 2 | -13 | -5 | -1.3 | -33 | 1 | -5
COc1ccccc1NC(=O)CCc1nc(-c2ccccc2F)no1 | -1 | 6 | -2.0 | -1 | -10 | 10 | -3.0 | 7 | -2 | -3
Nc1n[nH]c(-c2ccccc2[N+](=O)[O-])n1 | -2 | -2 | -1.1 | 0 | -13 | 4 | -0.1 | 4 | 2 | -4
CS(=O)(=O)N(CC(=O)Nc1ccc(S(=O)(=O)N2CCOCC2)cc1)c1ccccc1Cl | -4 | 7 | -1.1 | -2 | 4 | -10 | -0.7 | 11 | 0 | 2
CSc1nc2c(c(=O)[nH]1)C(c1cccc(Cl)c1)CC(=O)N2 (centres undefined) | 2 | 11 | -0.7 | -5 | -3 | -3 | -1.7 | 25 | 1 | -2
CCOc1ccccc1NC(=S)NC(=O)CCCOc1ccc(Cl)cc1Cl | -1 | 8 | -1.7 | 2 | -2 | -13 | -0.3 | -12 | -21 | -5
O=C(C1COc2ccccc2O1)N1CCN(c2ccc(C(F)(F)F)cn2)CC1 (centres undefined) | . | 0 | 0.6 | -3 | 2 | -9 | -2.3 | 5 | -12 | 2
N#CCc1ccc(OC(=O)c2cccnc2Cl)cc1 | -2 | -20 | 0.5 | 1 | -10 | 3 | -0.2 | -3 | 0 | -5
CC(C)CC(C)N1CCC(n2nccc2NC(=O)CCc2ccccc2)CC1 (centres undefined) | -1 | 5 | 0.8 | -5 | 1 | 2 | 3.4 | 13 | 3 | 3
CNS(=O)(=O)c1cccc(C(=O)OCC(=O)N2c3ccccc3CC2C)c1 (centres undefined) | 1 | 19 | -2.2 | 3 | -5 | -11 | 0.6 | -33 | -1 | -8
CC(C)(C)c1ccc(C(=O)NCC(=O)OCC(=O)N2CCCC2)cc1 | -3 | -6 | 1.0 | -4 | -6 | 2 | -2.4 | 8 | -1 | 3
CCN(CC)S(=O)(=O)c1ccc(C2=NOC3(C2)N(C)c2ccccc2C3(C)C)cc1 (centres undefined) | -4 | . | -1.3 | -1 | -7 | -10 | 0.6 | -60 | -3 | -1
CCOc1ccccc1NC(=O)C1Cc2ccccc2CN1S(C)(=O)=O (centres undefined) | 0 | -8 | -1.9 | 6 | 4 | 5 | -0.8 | 0 | 0 | -4
O=C(COc1ccc2c3c(c(=O)oc2c1)CCC3)N[C@@H](CSCc1ccccc1)C(=O)O | 0 | 2 | 0.7 | 4 | 4 | -3 | -0.2 | 8 | -1 | -6
COc1ccc(C2=NS(=O)(=O)N(C)C(C(=O)N3C(C)CCCC3C)=C2)cc1 (centres undefined) | . | 5 | -0.8 | -4 | 5 | -6 | 1.0 | -15 | 0 | 0
CC1=NN(C(=O)Cc2ccc([N+](=O)[O-])cc2)C(O)(c2cccnc2)C1 (centres undefined) | -1 | -7 | 0.5 | -7 | 0 | -9 | 0.4 | -6 | 0 | 2
CCOc1ccc(NC(=O)CC2C(=O)N(C)C(=S)N2Cc2ccco2)cc1 (centres undefined) | -1 | 11 | -1.6 | -1 | -2 | -8 | 0.0 | 25 | 0 | -6
Cc1ccc(-c2nnc(SCC#CCOC(=O)c3ccco3)o2)cc1 | 8 | -11 | -0.9 | -2 | 8 | 3 | 0.7 | -7 | -7 | 0
Cc1cc(NC(=O)c2cc(C3CC3)on2)no1 | 1 | -3 | -1.1 | 0 | -6 | 3 | -1.0 | 3 | -1 | -2
SMILES | CAL PDZ FP-1 | Rtt109 HAT inh | CAL PDZ FP-2 | cardiac RTF act | RTF Ca sens inh | PKA-R2B activ | LANA DNA inh | SR-BI DiI-HDL act | DAGLB inhibitor | Keap1 Nrf2 FP
CCOC(=O)c1[nH]c(C)c(CN(Cc2ccco2)C(=O)C(F)(F)F)c1C | -4 | -22 | 0.0 | -2 | -9 | -10 | -1.2 | -49 | -5 | -1
Cc1[nH]c2ccccc2c1/C=N/NC(=O)CNC(=O)c1ccccc1 | -9 | -11 | -1.3 | 4 | -2 | -3 | -0.5 | 0 | -1 | 1
Cc1onc(-c2c(Cl)cccc2Cl)c1C(=O)N1C=CC(C(F)(F)F)=NCC1 | -5 | -7 | -0.8 | -2 | -2 | -4 | -2.6 | 17 | 2 | 0
O=C(Nc1ccc(Cl)cc1)c1cc2nc(-c3ccco3)cc(C(F)(F)F)n2n1 | -2 | -3 | -0.9 | -6 | -1 | -6 | 5.5 | . | 2 | 7
Cc1ccc(C(=O)CCC(=O)NCc2ccccc2)cc1 | -7 | -4 | -2.3 | 7 | -3 | 1 | 2.4 | 7 | -1 | 2
Nc1nc(SCC(=O)NCC2CCCO2)[nH]c(=O)c1NC(=O)c1ccco1 (centres undefined) | . | -4 | -0.6 | 8 | -5 | 3 | 0.7 | 29 | 2 | 0
CCN(CC(=O)Nc1ccccc1C(F)(F)F)C(=O)CCc1nc2ccccc2c(=O)[nH]1 | 3 | 12 | -2.5 | -2 | -2 | -13 | -2.2 | 16 | -2 | 2
Cc1nn(CCCC(=O)NC2CCC(C)CC2)c(=O)c2nn(-c3ccccc3)c(C)c12 (centres undefined) | 4 | -7 | -1.5 | 3 | -5 | 11 | 0.7 | 2 | 1 | -1
Cn1c(CNc2nc3ccccc3n2CCN2CCCCC2)nc2ccccc21 | -3 | 7 | -0.3 | 7 | -39 | 2 | 1.7 | 28 | 2 | -8
CCS(=O)(=O)c1cc([N+](=O)[O-])c(Sc2ccccc2N)s1 | . | -5 | -0.6 | 2 | -6 | 3 | -12 | -12 | -1 | 2
Cc1ccc(SC[C@H](c2ccccc2)N2CCN(CC(C)C)CCC2=O)cc1 | -2 | 9 | 0.0 | -5 | 2 | 1 | 2.2 | 42 | -11 | 2
COc1cc2c(C)nc3c(c(C)nn3-c3ccccc3)c2cc1OC | 2 | -7 | -1.8 | 8 | 1 | -3 | 19 | -1 | -1 | -1
Cc1ccc([C@H]2C(C(=O)O)=CC[C@@H](c3cccs3)N2S(=O)(=O)c2ccc(C)cc2)cc1 | -3 | 4 | 0.0 | -6 | 0 | -15 | -1.2 | 20 | 5 | -4
CC(=O)Nc1cc(C)c2nc(NC(C)=O)sc2c1 | -7 | -9 | 0.2 | 2 | 2 | 0 | 0.0 | -4 | 5 | 2
O=C(N/N=C/c1cccnc1)c1ccc2c(c1)OCCO2 | 3 | 2 | 0.1 | 0 | -7 | -6 | -1.0 | 21 | 1 | -6
COC(=O)C(Cc1c[nH]c2ccccc12)NC(=O)c1ccccc1Br (centres undefined) | -4 | -14 | 0.1 | -2 | 1 | -9 | -0.3 | 12 | 2 | -1
Cc1cc(C)nc(OC(C(=O)O)C(OCCC(C)C)(c2ccccc2)c2ccccc2)n1 (centres undefined) | -5 | -13 | -1.0 | 4 | 2 | 0 | -0.2 | 13 | 8 | -1
N#Cc1cc(S(=O)(=O)c2ccc(Cl)cc2)c(N)[nH]c1=O | 2 | -5 | -0.5 | 5 | -6 | -5 | -0.9 | 24 | 3 | 3
COc1cc(C(=O)NCc2cc3ccccc3n2C)cc(OC)c1OC | -5 | -3 | 0.2 | 2 | -4 | -5 | -1.0 | -4 | -2 | -3
CCOC(=O)[C@H]1[C@H]2COc3ccc(Cl)cc3[C@@H]2N2C(=O)[C@H](C)NC(=O)[C@@]12C | -4 | -6 | -0.5 | -7 | -3 | 4 | -0.8 | 11 | -3 | -1
Cc1ccc(N(CC(=O)Nc2ccccc2-c2ccccc2)S(=O)(=O)c2ccccc2)cc1 | -8 | -5 | 0.1 | -4 | -4 | -1 | 1.0 | 8 | -7 | -7
CCOc1ccc(NC(=O)CN(C)C(=O)CSC(C)C(=O)Nc2cc(C)on2)cc1OCC (centres undefined) | -2 | 0 | 9.9 | -5 | 2 | -12 | -2.4 | -35 | 3 | -3
CCOC(=O)C(Sc1cc(C)nc(N)n1)C(C)=O (centres undefined) | -3 | -5 | -0.1 | 6 | 8 | -13 | -2.9 | -3 | -4 | -5
Nc1ncn(C23CC4CC(CC(C4)C2)C3)n1 | . | 6 | 0.0 | -6 | 3 | -2 | 0.2 | 10 | 3 | -5
Cc1ccc(C)c(Cn2c(C(=O)OC(C)C)cc3c2ccn3C)c1 | -1 | 8 | -0.4 | 2 | 6 | 2 | -1.0 | -2 | -8 | -4
Cc1nn(C)cc1C(C(=O)NC1CCCCC1)N(C(=O)Cc1cccs1)c1ccc(C(C)C)cc1 (centres undefined) | -2 | -16 | -0.1 | -1 | -3 | -4 | -0.8 | 4 | -1 | -5
CC(=O)CCS(=O)(=O)c1ccc(Oc2ccc(S(=O)(=O)CCC(C)=O)cc2)cc1 | -1 | -2 | -0.1 | -2 | -5 | -14 | -1.0 | -16 | 0 | -4

For reference, part of the list above:
SMILES | CAL PDZ FP-1 | Rtt109 HAT inh | CAL PDZ FP-2 | cardiac RTF act | RTF Ca sens inh | PKA-R2B activ | LANA DNA inh | SR-BI DiI-HDL act | DAGLB inhibitor | Keap1 Nrf2 FP
Nc1ncn(C23CC4CC(CC(C4)C2)C3)n1 | . | 6 | 0.0 | -6 | 3 | -2 | 0.2 | 10 | 3 | -5
Cc1ccc(C)c(Cn2c(C(=O)OC(C)C)cc3c2ccn3C)c1 | -1 | 8 | -0.4 | 2 | 6 | 2 | -1.0 | -2 | -8 | -4
Cc1nn(C)cc1C(C(=O)NC1CCCCC1)N(C(=O)Cc1cccs1)c1ccc(C(C)C)cc1 (centres undefined) | -2 | -16 | -0.1 | -1 | -3 | -4 | -0.8 | 4 | -1 | -5
CC(=O)CCS(=O)(=O)c1ccc(Oc2ccc(S(=O)(=O)CCC(C)=O)cc2)cc1 | -1 | -2 | -0.1 | -2 | -5 | -14 | -1.0 | -16 | 0 | -4
